Screens from PubChem BioAssay.
Tau FP inhib = qHTS for Inhibitors of Tau Fibril Formation, Fluorescence Polarization. Potency, µM (series often up to 57.7 µM), for the others: top-dose activity, negative = inhibition, hits mostly inhibitors. AID 1468, 2008. K18 P301L tau heparin fibrillization, Alexa594 FP, 6 h. actives 0.39% (n = 280,000). Microtubule-associated protein tau (Homo sapiens), P10636; further: nearly all actives have a fitted effect of over 55% in size
Target sequence (P10636 561-689 P618L limits assumed): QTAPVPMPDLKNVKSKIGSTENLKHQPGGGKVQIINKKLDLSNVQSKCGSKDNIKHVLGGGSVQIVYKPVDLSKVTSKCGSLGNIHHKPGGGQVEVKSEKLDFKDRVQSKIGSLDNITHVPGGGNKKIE
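Steps: dispense K18 P301L tau (15 uM plus 0.24 uM Alexa 594 tracer, final) in pH 7 sodium acetate; add compound; add heparin (20 uM final); incubate 6 hr, 37 C; add ThT (30 uM final); after 1 hr ambient, read FP.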
ALDH1A1 inh = qHTS Assay for Inhibitors of Aldehyde Dehydrogenase 1 (ALDH1A1); Purified ALDH1A1, NADH fluorescence, propionaldehyde substrate; actives 7.3% (n = 220,000); AID 1030, 2008; Potency, µM (top dose mostly 75.3 µM), for inactives: at the highest dose activity, negative = inhibition, actives largely listed as inhibitors; Aldehyde dehydrogenase 1A1 (Homo sapiens), P00352; active means well fitted inhibition curve with a large enough effect, not every such curve was filed as active; inconclusive means small, poorly fitted or top-dose-only effect, or another doubt; inactive means no such curve, though single readings can be large or run the other way;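 further: plate controls were no enzyme wells and a reference inhibitor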
TRb-SRC2 inh = qHTS for Inhibitors of the Interaction of Thyroid Hormone Receptor and Steroid Receptor Coregulator 2. TRbeta-SRC2 peptide binding, fluorescence polarization; receptor liganded with 1 µM T3. AID 1469, 2008. Thyroid hormone receptor beta (Homo sapiens), P10828. actives 0.065% (n = 280,000). Potency, µM (doses to about 106 µM), inactives show at the highest dose activity change, negative = inhibition, actives largely listed as inhibitors;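 further: plate controls were bound peptide for no effect and peptide without receptor for full effect; nearly all actives have a fitted effect of over 50% in size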
Target sequence (P10828 whole entry, looked up): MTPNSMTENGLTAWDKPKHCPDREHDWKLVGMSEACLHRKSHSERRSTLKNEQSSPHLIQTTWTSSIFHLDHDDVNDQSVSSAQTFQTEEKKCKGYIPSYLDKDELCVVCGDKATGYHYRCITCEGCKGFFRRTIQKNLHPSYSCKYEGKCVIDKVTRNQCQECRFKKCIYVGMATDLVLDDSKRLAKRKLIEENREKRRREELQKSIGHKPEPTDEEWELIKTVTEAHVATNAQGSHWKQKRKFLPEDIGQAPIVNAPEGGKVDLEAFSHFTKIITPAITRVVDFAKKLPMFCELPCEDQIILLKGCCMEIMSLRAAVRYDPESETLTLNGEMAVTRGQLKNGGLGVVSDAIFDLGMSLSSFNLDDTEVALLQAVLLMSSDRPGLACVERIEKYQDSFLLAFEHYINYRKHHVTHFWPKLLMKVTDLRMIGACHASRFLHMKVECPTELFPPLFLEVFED
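Fluorescence polarization of 20 nM Texas Red SRC2 peptide (20-aa NR interaction domain) bound to 0.6 uM human TRb ligand-binding domain, with 1 uM T3, after 5 hr at ambient temperature; inhibition seen as decreased polarization.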
Tau ThT inhib = qHTS for Inhibitors of Tau Fibril Formation, Thioflavin T Binding | Potency, µM (series often up to 57.4 µM), inactives show at the highest dose activity, negative = inhibition, most hits filed as inhibitors | AID 1460, 2008 | actives 2.1% (n = 270,000) | recombinant tau K18 P301L, heparin-induced fibrillization, ThT fluorescence | Microtubule-associated protein tau (Homo sapiens), P10636; further: nearly all actives have a fitted effect of over 55% in size
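Fibril formation assay: tau K18 P301L at 15 uM with trace Alexa 594 label, heparin inducer 20 uM, pH 7 sodium acetate buffer, 37 C for 6 hr; endpoint ThT signal.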
TexasRed fluor = Total Fluorescence Counterscreen for Inhibitors of the Interaction of Thyroid Hormone Receptor and Steroid Receptor Coregulator 2. TRb/SRC2 Texas Red total fluorescence interference. actives 0.29% (n = 280,000). Potency, µM (highest dose often 106 µM), inactives show top-dose fluorescence change, negative = quenching; active means well fitted curve in either direction with a large enough effect; inconclusive means small, poorly fitted or top-dose-only effect
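Human TRb ligand-binding domain at 0.6 uM with 20 nM Texas Red SRC2 peptide in Tris buffer containing 1 uM T3 and 5% DMSO, incubated with compound 5 h at ambient temperature. Total fluorescence (555/632 nm) calculated as parallel + 2 × perpendicular.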
Tau fluor cs = Counterscreen qHTS for Inhibitors of Tau Fibril Formation, Fluorescence Polarization. tau K18 P301L Alexa594 fluorescence, heparin fibrillization. Potency, µM (series often up to 57.7 µM), for inactives: top-dose activity change, negative = decrease. actives 0.93% (n = 280,000). AID 1463, 2008; further: nearly all actives have a fitted effect of over 55% in size
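Human tau K18 P301L (15 uM unlabeled, 0.24 uM Alexa 594-labeled) in 100 mM sodium acetate pH 7 with 20 uM heparin, 6 hr at 37 C. ThT 30 uM added, 1 hr ambient; Alexa 594 FP and total fluorescence read at 555/632 nm.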
L3MBTL1 block = qHTS Assay for the Inhibitors of L3MBTL1; Lethal(3)malignant brain tumor-like protein 1 (Homo sapiens), Q9Y468; Potency, µM (doses to about 57.1 µM), for the others: at the top dose activity, negative = inhibition, most hits filed as inhibitors; AlphaScreen L3MBTL1–H3K9me1 peptide binding; AID 485360, 2010; actives 0.66% (n = 230,000); further: nearly all actives have a fitted effect of over 60% in size
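AlphaScreen assay: L3MBTL1 (50 nM final) was preincubated 30 min at room temperature with biotinylated H3(1-15)K9me1 peptide (75 nM final), then 30 min with library compounds; streptavidin donor and nickel chelate acceptor beads (10 ug/mL final) added, 30 min dark.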
aGal spleen mod = qHTS Assay for Inhibitors and Activators of Human alpha-Galactosidase From Spleen Homogenate | Alpha-galactosidase A (Homo sapiens), P06280 | human spleen homogenate, 4MU-alpha-Gal fluorescence, 40 min | Potency, µM (highest dose often 80 µM), for inactives: at the top dose activity change, negative = inhibition, hits mostly inhibitors | actives 0.008% (n = 240,000) | AID 2107, 2009;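 further: 0% = enzyme with vehicle and -100% = no enzyme basal signal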
Target sequence (P06280 32-429 limits assumed): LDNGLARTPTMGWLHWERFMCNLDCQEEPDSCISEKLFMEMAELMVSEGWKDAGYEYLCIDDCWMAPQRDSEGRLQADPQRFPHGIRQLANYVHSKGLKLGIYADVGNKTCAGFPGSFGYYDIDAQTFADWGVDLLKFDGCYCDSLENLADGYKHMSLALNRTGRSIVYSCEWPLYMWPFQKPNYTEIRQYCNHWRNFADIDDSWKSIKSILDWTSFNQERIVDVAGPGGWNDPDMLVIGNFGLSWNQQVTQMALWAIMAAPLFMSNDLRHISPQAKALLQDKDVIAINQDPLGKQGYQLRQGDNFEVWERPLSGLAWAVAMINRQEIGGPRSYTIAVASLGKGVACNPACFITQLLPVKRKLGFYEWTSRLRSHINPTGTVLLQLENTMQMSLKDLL
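Fluorogenic readout (Ex 365/Em 440 nm) of 4-methylumbelliferone released from 1 mM 4-MU-alpha-galactoside by spleen homogenate, 40 min at 37C, pH 5.0. Data normalized to no-enzyme and enzyme controls; Hill-equation AC50 from compound titrations.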
Numbers without * were called inactive; ? = inconclusive; nt = no result given; [ ] = another dose, or the depositor's remark. Unless noted, the call rests on the fitted dose curve; in most records, active means well fitted curve in the direction sought with a large enough effect; inconclusive means small, poorly fitted or top-dose-only effect, or another doubt; inactive means no such curve, though single readings can be large; an effect the other way counts as inactive or inconclusive. Unless noted, on the % scale 0 is the no-effect control and ±100 the full control effect; potency means the concentration at half of the fitted maximal effect.

compound | Tau FP inhib | ALDH1A1 inh | TRb-SRC2 inh | Tau ThT inhib | TexasRed fluor | Tau fluor cs | L3MBTL1 block | aGal spleen mod
CCCCNC(=O)C1CCC(Cn2c(=O)c3sccc3n(CC(=O)N3CCCC3)c2=O)CC1 (centres undefined) | 1% | nt | 4% | ? | 3% | 15% | nt | nt
Cc1ccc(NC(=O)COC(=O)C2CC3C=CC2C3)cc1S(=O)(=O)N1CCCCC1 (centres undefined) | -9% | ? | 7% | -5% | -15% | -28% | 4% | 3%
Cc1ccc(-c2nn(C)c(=O)c3ccccc23)cc1CNC(=O)Cn1nc(-c2ccccc2)c2ccccc2c1=O | 3% | 0% | -9% | -9% | -2% | 0% | 8% | 2%
CCOC(=O)/C(C#N)=C1/C=Cc2ccccc2N1CC | 5% | -8% | 4% | -13% | -6% | 5% | -13% | -16%
CCn1cc(C(=O)NCCOC)c(=O)c2ccc(C)nc21 | 6% | 11µM* | 0% | -4% | -2% | 4% | nt | 8%
Cc1csc(=Nc2cccnc2)n1CC1CCCCC1 | 7% | ? | -12% | -9% | -1% | -13% | -6% | -13%
O=S(=O)(c1cccc(-c2n[nH]c(=S)o2)c1)N1CCOCC1 | -6% | nt | 2% | -3% | 0% | -3% | -1% | 5%
O=C1CN(C(=O)CSc2nc3ccccc3c(=O)n2CC2CCCO2)c2ccccc2N1 (centres undefined) | -10% | -2% | 6% | -10% | -3% | -13% | nt | -1%
Cc1ccc(C2/C(=C(/O)c3ccccc3)C(=O)C(=O)N2CCN2CCOCC2)o1 (centres undefined) | -1% | ? | -1% | -20% | 0% | -2% | -8% | 4%
Cc1ccc(-c2nc3ccccc3nc2NN)cc1 | -3% | ? | 1% | ? | -1% | -26% | 9% | 13%
CCOc1ccc(OCC)c(NC(=O)C(NS(=O)(=O)c2ccc3c(c2)oc(=O)n3C)C(C)C)c1 (centres undefined) | -6% | 15% | 7% | -1% | 1% | -10% | -2% | -5%
Cc1c(C(=O)N(C)C)sc2c1c(=O)n(-c1ccccc1C(F)(F)F)c(=O)n2Cc1ccccc1C#N | 1% | nt | 3% | 6% | -8% | -6% | nt | nt
COc1cc(C(=O)OCC(=O)NC2CCCC2)cc(NC(=O)c2ccco2)c1OC | 2% | 2% | 7% | -12% | 2% | -12% | 0% | -2%
CCCn1c(=O)c(-c2ccccc2)c(O)c2ccccc21 | -1% | 0% | -14% | -1% | 2% | -1% | nt | 2%
CCOc1cc(OCC)cc(C(=O)Nc2cccc(-c3nc4ccccc4[nH]3)c2)c1 | ? | nt | 3% | -19% | 1% | ? | nt | nt
O=C(Cn1c(=O)sc2ccccc21)Nc1ccc2c(c1)OCCO2 | -3% | 12% | 5% | -1% | 1% | -6% | 3% | -6%
c1ccc(Nc2c(-c3c[nH]c4ccccc34)nc3ccccn23)cc1 | ? | nt | -1% | ? | 0% | 13µM*[quencher] | nt | nt
CC1=C(C(=O)Nc2cc(Cl)ccc2C)C(c2cccs2)n2ncnc2N1 (centres undefined) | 1% | nt | -7% | -1% | 1% | 3% | nt | nt
Cc1ccc(Nc2nc(CSc3nnc(-c4cccnc4)n3-c3ccccc3F)cs2)cc1 | ? | -4% | -3% | ? | -1% | ? | -12% | 2%
COC(=O)[C@H](Cc1ccccc1)NC(=O)C/C=C\[C@@H](C)[C@@H](CO)OC | 5%[11.6 µM] | ? | 1%[11.2 µM] | -9%[11.5 µM] | -9%[11.2 µM] | -4%[11.6 µM] | nt | -7%[17.5 µM]
CCN(CC)S(=O)(=O)c1ccc(NC(=O)C(C)N(c2ccccc2)S(C)(=O)=O)cc1 (centres undefined) | -5% | -1% | 8% | 1% | 0% | -17% | 10% | 2%
COc1ccc(C(=O)NCCn2cc(SCC(=O)Nc3ccc4c(c3)OCCO4)c3ccccc32)cc1 | ? | nt | 12% | ? | 3% | ? | nt | nt
Cc1cc(NC(=O)c2c([N+](=O)[O-])cnn2C)no1 | -1% | 3% | 12% | 4% | 0% | 1% | 0% | 6%
Cc1nn(-c2ccccc2)c(N)c1C1(O)C(=O)Nc2ccc([N+](=O)[O-])cc21 (centres undefined) | 7% | ? | -3% | ? | -2% | -20% | -1% | 0%
C/C(CC(=O)NC(C)(C)C)=N\NC(=O)COc1ccc(C)cc1Br | 4% | 14µM* | 2% | -5% | -1% | -1% | nt | 0%
CCn1c(=O)cc(OCC(=O)NCCc2ccc(OC)c(OC)c2)c2ccccc21 | 6% | ? | -2% | -8% | -1% | 2% | -30% | 13%
O=C1CN(C(=O)COC(=O)CCC(=O)c2ccc3c(c2)OCCO3)c2ccccc2N1 | -3% | ? | 0% | -4% | 3% | -2% | nt | 3%
Fc1ccccc1CNc1cc(Cl)cc(Cl)c1 | -3% | ? | 13% | 5% | -1% | -8% | 118%[activator] | 4%
CCc1ccc(-n2nc(C)c3c(C)cc(=O)n(CC(=O)Nc4cc(C)ccc4C)c32)cc1 | -7% | nt | -1% | 4% | -33% | 1% | nt | nt
O=C(Nc1ncc(Cc2ccccc2)s1)C1CCCO1 (centres undefined) | -7% | 0% | 4% | -9% | 0% | -12% | ? | 0%
C=CCOc1c(Br)cc(/C=N/NC(=O)Cc2ccc(C(F)(F)F)cc2[N+](=O)[O-])cc1OC | -10% | 5% | 4% | 4% | -3% | -12% | -2% | 2%
Cc1cccc(C(=O)N2CCC(=O)N(C(COCc3ccc(Cl)cc3)Cc3ccccc3)CC2)c1 (centres undefined) | ? | ? | 4% | ? | -1% | -19% | -9% | 2%
COc1ccc(CNC(=O)c2c3c(nc4ccccc24)C(=O)N(C2CCCCC2)C3)c(OC)c1 | 6% | nt | 2% | ? | -1% | -9% | nt | nt
Cc1c(C(=O)OC2CCCC2C)[nH]c2c1C(=O)CCC2 (centres undefined) | 0% | 8.9µM* | 5% | -6% | -1% | -15% | -27% | 1%
C/C=C(\C)C(=O)NCCN1C2=NC[C@H](C)N2C[C@@H]1Cc1ccc(OC)cc1 | 8% | -4% | 1% | -1% | 1% | 2% | 7% | -1%
CCn1c(C(C)NC(=O)c2ccc(C)cc2)n[nH]c1=S (centres undefined) | -1% | -4% | 2% | -1% | -4% | -3% | 5% | 4%
CCOc1ccc(NC(=O)c2cnn3c2NC(c2cccc(OC)c2)=CC3c2ccccc2)cc1 (centres undefined) | 3% | nt | 0% | -8% | 1% | -27% | nt | nt
Cc1cc2nc3c(=O)n(CCc4ccccc4)c(=O)[nH]c3nc2cc1N | ? | nt | -9% | nt | -5% | 8.9µM*[quencher] | nt | -5%
CC(C)(C)NC(=O)NC(=O)COC(=O)C1(C)CC1(Cl)Cl (centres undefined) | -7% | 10% | 5% | -5% | -3% | -8% | -5% | -6%
COc1ccc(S(=O)(=O)Nc2cccc(-c3ccc(N4CCCC4)nn3)c2)c(OC)c1 | -11% | nt | 4% | -2% | -3% | -2% | nt | nt
Cc1ccccc1NC(=O)Cn1c(=O)n(CCCCC(=O)NCc2ccccc2Cl)c(=O)c2ccccc21 | -10% | nt | 5% | 14% | -23% | -8% | nt | nt
O=C(CSc1nc2ncc(Br)cc2[nH]1)c1ccc([N+](=O)[O-])cc1 | ? | ? | 2% | 28µM* | 7% | ? | -4% | 1%
COc1ccc(NC(=O)COC(=O)CC2CC3CCC2C3)c([N+](=O)[O-])c1 (centres undefined) | 8% | ? | 3% | -17% | -1% | -19% | -30% | 3%
CC(C)=CCN1CCN(Cc2cc(F)ccc2-n2nc(C)cc2C)CC1CCO (centres undefined) | 6% | 8% | -3% | 4% | -1% | 13% | -2% | -3%
Cn1cc(-c2nnnn2-c2ccccc2)c(=O)c2ccccc21 | 4% | 7.1µM* | 3% | -8% | -1% | -2% | -2% | 13%
CC/C(=N\NC(=O)c1ccc(Br)cc1)c1ccccc1 | 4% | ? | 5% | ? | -1% | 0% | 11% | 8%
CCOC(=O)c1[nH]c(C)c(/C(O)=C2\C(=O)C(=O)N(CCN(C)C)C2c2ccncc2)c1C (centres undefined) | 0% | 6% | -1% | -7% | -2% | -4% | nt | 2%
O=c1c2c3c(sc2nc2n1CCCCC2)CCCCC3 | -7% | ? | 8% | -16% | -2% | -17% | 3% | -1%
O=C(Oc1ccccc1C(=O)N1CCOCC1)c1ccc(F)cc1 | -2% | nt | 6% | -5% | -8% | -5% | 0% | 0%
COc1ccc(CN2CC(C(=O)NCc3cccc(OC)c3)CC2=O)cc1 (centres undefined) | 2% | -5% | 0% | -4% | -4% | 4% | -3% | -4%
N#Cc1ccc(NS(=O)(=O)c2ccc(-c3cnc(C4CC4)o3)cc2)cc1 | ? | nt | 5% | 3% | -2% | -23% | nt | nt

Given with each value named: part of the list above.
> Cc1csc(=Nc2cccnc2)n1CC1CCCCC1
  Tau FP inhib = 7%
  ALDH1A1 inh = ?
  TRb-SRC2 inh = -12%
  Tau ThT inhib = -9%
  TexasRed fluor = -1%
  Tau fluor cs = -13%
  L3MBTL1 block = -6%
  aGal spleen mod = -13%
> COc1ccc(CNC(=O)c2c3c(nc4ccccc24)C(=O)N(C2CCCCC2)C3)c(OC)c1
  Tau FP inhib = 6%
  ALDH1A1 inh = nt
  TRb-SRC2 inh = 2%
  Tau ThT inhib = ?
  TexasRed fluor = -1%
  Tau fluor cs = -9%
  L3MBTL1 block = nt
  aGal spleen mod = nt

The order is random, and some 8.5% of all compounds hit somewhere here.
